# Screens: PubChem BioAssay, The Scripps Research Institute Molecular Screening Center
# GSTO1 inh = counter-screen for RBBP9 inhibitors: inhibitors of human GSTO1. recombinant GSTO1, activity-based probe fluorescence polarization. inhibition, % at 5.96 µM. AID 1974. hit rate 1.1% among 300,000;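 active means inhibition above the campaign mean inhibition plus 3 SD, cut at about 35% in these data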;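 further: 0% = GSTO1-1 with DMSO and 100% = wells lacking GSTO1-1 enzyme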
# Target sequence (P78417 whole entry, looked up): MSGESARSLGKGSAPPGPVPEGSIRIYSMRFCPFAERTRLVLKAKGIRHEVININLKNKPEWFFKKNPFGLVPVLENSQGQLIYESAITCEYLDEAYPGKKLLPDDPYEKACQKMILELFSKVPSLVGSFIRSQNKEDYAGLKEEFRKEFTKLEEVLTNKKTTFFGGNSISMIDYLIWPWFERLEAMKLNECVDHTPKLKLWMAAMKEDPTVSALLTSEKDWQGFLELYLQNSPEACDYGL
# LYPLA1 counter = blocks human lysophospholipase 1, a PME1 counter-screen | AID 2174 | inhibition, % at 5.9 µM | hit rate 0.16% among 320,000 | recombinant LYPLA1, FP-Rh probe fluorescence polarization | O75608;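 active means inhibition above the mean of all tested compounds plus 3 SD, set per campaign, cut at about 14% in these data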;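 further: inhibitors block serine hydrolase probe labeling of LYPLA1 so polarization falls; 0% = enzyme with DMSO and 100% = wells lacking LYPLA1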
# PAFAH2 FP inh = PAFAH2 (human) inhibition | hit rate 0.99% among 340,000 | recombinant PAFAH2, FP-rhodamine activity probe, fluorescence polarization | AID 492956 | inhibition, % at 3.39 µM | Q99487;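 active means inhibition above the mean over all tested compounds plus 3 SD, cut at about 30% in these data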;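 further: inhibitors block probe labeling of enzyme so polarization drops; 0% = enzyme with DMSO and 100% = wells lacking PAFAH2 protein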
# PAFAH1B3 FP inh = blocks human PAF acetylhydrolase 1B catalytic subunit 3. Q15102. recombinant PAFAH1B3, FP-rhodamine probe, fluorescence polarization. inhibition, % at 3.39 µM. hit rate 0.28% among 340,000. AID 492972;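 active means inhibition above the screen-wide average of all tested compounds plus 3 SD, cut at about 25% in these data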;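 further: 0% = enzyme with DMSO only and 100% = wells lacking PAFAH1B3 protein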
# Fam108B counter = blocks mouse Fam108B hydrolase in RBBP9 counter-screen; inhibition, % at 9.51 µM; hit rate 0.33% among 300,000; recombinant Fam108B, FP-Rh probe fluorescence polarization;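 active means inhibition above the screen mean inhibition plus 3 SD, computed separately per campaign, cut at about 18% in these data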;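 further: inhibitors lower polarization as less probe binds the enzyme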
# PAD4 inh = inhibitors of human PAD4. Q9UM07. recombinant PAD4, RCA probe fluorescence polarization. hit rate 0.41% among 330,000. AID 485272. inhibition, % at 6.36 µM;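 active means percent inhibition above a cutoff equal to the mean of all tested compounds plus 3 SD, cut at about 15% in these data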;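 further: 0% = PAD4 with RCA probe and DMSO and 100% = probe without PAD4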
# PAFAH1B2 FP inh = blocks human PAF acetylhydrolase 1b catalytic subunit 2. P68402. inhibition, % at 3.39 µM. recombinant PAFAH1B2, FP-rhodamine activity probe, fluorescence polarization. hit rate 1.2% among 340,000;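 active means inhibition above the mean of all tested compounds plus 3 SD, cut at about 24% in these data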;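 further: 0% = enzyme with DMSO and 100% = wells lacking PAFAH1B2; many of its hits are not listed in these tables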
# Target sequence (P68402 whole entry, looked up): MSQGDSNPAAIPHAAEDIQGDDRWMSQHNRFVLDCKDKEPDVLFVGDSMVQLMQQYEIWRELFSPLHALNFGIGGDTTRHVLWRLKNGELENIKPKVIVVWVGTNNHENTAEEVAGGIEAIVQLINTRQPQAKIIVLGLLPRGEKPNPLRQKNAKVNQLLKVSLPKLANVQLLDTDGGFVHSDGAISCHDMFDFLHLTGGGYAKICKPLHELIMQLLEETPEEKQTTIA
# pPAFAH inh = inhibitors of human plasma PAF acetylhydrolase (pPAFAH); recombinant pPAFAH, FP-rhodamine probe fluorescence polarization; inhibition, % at 3.39 µM; hit rate 1.5% among 330,000;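 active means inhibition above the mean inhibition across the screen plus 3 SD, cut at about 25% in these data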;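 further: inhibitors block binding of the rhodamine activity-based probe so polarization drops; 0% = enzyme with DMSO and 100% = wells lacking pPAFAH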
# PME-1 inh = PME-1 (human) inhibition; recombinant PME-1, FP-Rh probe fluorescence polarization; inhibition, % at 5.9 µM; AID 2130; hit rate 0.53% among 320,000; Q9Y570;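 active means inhibition above the campaign mean of all compounds plus 3 SD, cut at about 26% in these data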;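 further: competitive labeling of PME-1 active site by serine hydrolase directed probe; 0% = PME-1 with DMSO and 100% = wells lacking PME-1 enzyme; inhibitors block probe labeling so polarization falls and inhibition rises; many of its hits are not listed in these tables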
# Target sequence (Q9Y570 whole entry, looked up): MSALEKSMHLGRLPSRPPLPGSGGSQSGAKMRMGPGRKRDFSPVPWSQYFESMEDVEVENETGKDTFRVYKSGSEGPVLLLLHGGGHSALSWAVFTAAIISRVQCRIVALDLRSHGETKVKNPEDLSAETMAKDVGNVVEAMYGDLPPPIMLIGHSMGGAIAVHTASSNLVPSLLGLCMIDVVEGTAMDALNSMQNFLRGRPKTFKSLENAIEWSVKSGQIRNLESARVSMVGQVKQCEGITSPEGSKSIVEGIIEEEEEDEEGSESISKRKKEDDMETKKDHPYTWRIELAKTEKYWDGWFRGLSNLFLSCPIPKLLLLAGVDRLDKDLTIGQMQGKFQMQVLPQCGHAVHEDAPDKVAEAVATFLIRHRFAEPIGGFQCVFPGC
# Active calls of the source: *; . = not tested or not shown. These rows are one share of the data (hit frequency here may not be typical).
SMILES,GSTO1 inh,LYPLA1 counter,PAFAH2 FP inh,PAFAH1B3 FP inh,Fam108B counter,PAD4 inh,PAFAH1B2 FP inh,pPAFAH inh,PME-1 inh
COc1ccc(-c2nc(N)n(C(=O)Cc3ccccc3)n2)cc1,1,-1,3,7,0,2,-3,1,2
N#CC(C#N)=c1ccc2c(c1)N1C3=C(CCCC3)CC3CCCCC31N=2 (stereo not drawn),21,-2,2,4,7,1,6,2,-4
COc1cccc(CNn2cnnc2)c1O,3,3,1,-4,0,2,-2,1,0
COc1ccc(CNC(=O)C(NS(=O)(=O)c2ccc3c(c2)CCCN3C(C)=O)C(C)C)cc1 (stereo not drawn),6,4,6,4,-4,-4,-6,-3,-4
COc1ccccc1-c1cc(C(=O)Nc2ccc(F)cc2F)no1,3,-2,3,-3,-7,-1,1,-8,-8
Cn1cc(S(=O)(=O)Nc2ccc(Br)cc2F)c(=O)n(C)c1=O,1,-1,6,1,-1,3,-1,-3,-4
CCC(=C(c1ccc(OC)cc1)c1ccc(OC)cc1)c1cn(CC(O)CN(CCO)CCO)c2ccccc12 (stereo not drawn),-6,-3,5,9,6,-9,5,12,12
Cc1oc(-c2ccc(Cl)cc2)nc1CS(=O)CC(=O)NCCCN1CCOCC1 (stereo not drawn),4,-1,5,8,1,-3,1,3,-5
CN(C)C(=O)Nc1ccccc1,-8,-1,-5,-9,0,1,3,-1,-2
CCc1ccc(-c2cn3nc(-c4ccccc4)cnc3n2)cc1,-4,-3,5,4,-5,-6,3,-13,-3
O=C(Cn1cnc2ccccc2c1=O)c1cccs1,9,1,1,7,-2,-2,-2,5,-2
Cc1ccccc1/C=C/C12NC(=O)CN1c1ccccc1C2(C)C (stereo not drawn),-13,1,-4,3,-3,-8,5,-7,5
Cc1ccc(NC(=O)C2CCC(CNC(=O)[C@@H]3Cc4ccccc4CN3)CC2)cc1 (stereo partly drawn),-4,2,0,2,-4,2,2,2,4
Cn1nnc2c(N3CCCCC3)nccc21,0,0,9,5,13,0,-5,2,-5
Cc1ccc(S(=O)(=O)c2nc(S(C)(=O)=O)sc2N(C)C)cc1,14,1,-3,6,-1,-1,1,2,3
CCSc1nnc(NC(=O)C2CCN(S(=O)(=O)c3cc(C(F)(F)F)ccc3Cl)CC2)s1,-4,-1,-4,4,4,-2,-1,1,4
CCc1ccc(NC(=O)Nc2cc(C(=O)NCC3CCCO3)ccc2N2CC3CC(C2)c2cccc(=O)n2C3)cc1 (stereo not drawn),1,5,18,6,6,0,0,87*,-1
Cc1cc(C(F)(F)F)c(C#N)c(=O)[nH]1,-2,1,4,6,4,0,4,-3,4
COc1cc(/C=N\Nc2nc(-c3cccs3)c(NC(C)=O)s2)ccc1O,20,-6,9,11,4,-3,5,24,8
COc1ccc(/C=N/NC(=O)c2ccn[nH]2)cc1Cn1nc(C)c([N+](=O)[O-])c1C,-1,-6,.,.,6,2,.,0,0
C=CCn1c(-c2ccco2)n[nH]c1=S,10,2,-1,6,0,-2,1,1,0
COc1ccc(CN2CCC(CNC(=O)NC3CCCCC3)CC2)cc1,6,2,6,0,6,-2,0,3,-3
COC(=O)CCNC(=O)c1ccc2[nH]c(C)c(C)c2c1,1,2,-3,7,0,-3,0,12,5
CCc1cccc(C)c1NC(=S)N(CCCN1CCOCC1)Cc1cccnc1,2,0,-1,6,3,0,3,7,3
CC(C)(C)OC(=O)C[C@@H]1C/C=C\C[C@H](CC(=O)N(CCO)Cc2ccccc2)C(=O)N[C@@H](Cc2c[nH]c3ccccc23)COC1=O,.,.,-4,-2,.,2,0,12,.
CCOC(=O)c1c(NC(=O)C2CCCN(S(=O)(=O)c3ccc(C)cc3)C2)sc2c1CCCC2 (stereo not drawn),2,3,1,4,0,-4,-1,3,-2
CCN(CC)S(=O)(=O)c1ccc2c(c1)nc(SCn1nnc3ccccc3c1=O)n2CC,-11,5,4,-3,1,-1,3,-1,1
CC(C)c1nc(SCC(=O)N2CCCC2)c2ccccc2n1,-3,-1,6,4,1,5,2,-1,3
Cc1ccc(C2C(C#N)C(C#N)N3CCCN23)cc1 (stereo not drawn),9,-3,6,-1,-1,-1,5,-7,-6
CCCC1CC(C)(/C(C)=N\NC(N)=S)OC1=O (stereo not drawn),5,0,-1,4,-3,-1,4,-3,-2
CCN(CC)CCN(C(=O)c1ccc2c(c1)CCCC2)c1nc2cc(OC)c(OC)cc2s1,4,0,-1,6,0,-1,-2,11,2
CCn1c(-c2csc(-c3ccccc3)n2)n[nH]c1=S,12,3,3,-4,2,-1,2,2,-7
COc1cc(S(=O)(=O)n2ccnc2)ccc1Br,4,1,3,5,-7,-1,3,-2,2
Cc1ccc(C2=NS(=O)(=O)N(C)C(C(=O)Nc3ccc(F)cc3F)=C2)cc1,3,-4,1,-1,5,0,3,6,1
CN(N)C(=S)NCc1ccccc1,2,1,-14,11,1,6,-6,-2,5
O=C(/C=C/c1cccc(C(F)(F)F)c1)OCC(=O)N1CCN(c2ccccc2)CC1,.,.,-6,10,.,-1,4,4,.
COc1ccccc1N1CCN(C(c2cccs2)C(C)NC(=O)C(=O)N2CCCCC2)CC1 (stereo not drawn),-2,4,0,2,-1,-1,-4,-4,-13
COc1ccc([C@H]2CC(=O)C=C(c3ccc(NC(C)=O)cc3)C2)cc1OC,.,0,1,10,.,-1,4,0,-8
O=C(CCCN1C(=O)c2ccccc2C1=O)Nc1ccc(Br)cn1,8,4,-3,-9,-2,2,0,1,-1
S=C(NCCc1ccccc1)NC1CCCCCC1,-3,-5,6,-1,-4,3,9,6,8
Cc1ccc(C(=O)N/C(=C\c2cccc([N+](=O)[O-])c2)C(=O)OCN2C(=O)c3ccccc3C2=O)cc1,8,1,-17,-5,-13,2,-7,-2,3
CC(=O)Nc1cccc(NS(=O)(=O)c2cn(C)c(=O)n(C)c2=O)c1,4,1,8,-5,5,-3,4,2,-5
CCCC(=O)C1CCN(Cc2ccccc2)CC1,7,3,7,3,3,8,0,3,2
COc1ccc(-c2ccc(CO)o2)cc1N,11,5,9,3,1,1,5,1,1
COc1cc(/C=N/Nc2ccc(Cl)c(C(=O)O)c2)ccc1OC(=O)c1ccco1,20,0,10,3,0,-9,-1,1,-3
CC(C)(C)OC(=O)C[C@H]1C/C=C\C[C@@H](CC(=O)N[C@H](CO)Cc2ccccc2)C(=O)NC[C@@H](c2ccccc2)OC1=O,.,.,1,7,.,3,7,2,.
C[C@@H]1O[C@@H](O[C@@H]2[C@@H](O)[C@H](OCCc3ccc(O)c(O)c3)O[C@H](CO)[C@H]2OC(=O)/C=C/c2ccc(O)c(O)c2)[C@H](O)[C@H](O)[C@H]1O,.,.,-1,6,.,4,10,2,.
NS(=O)(=O)c1ccc(NC(=O)COC(=O)CCNC(=O)NC23CC4CC(CC(C4)C2)C3)cc1,8,1,2,2,-8,1,5,3,12
C=CCc1ccccc1OCC(O)CNC(=O)c1ccccc1C(=O)O (stereo not drawn),-6,0,5,1,1,-8,-1,3,0
CC(C)(C)c1cc(CP(=O)(c2ccccc2)c2ccccc2)cc(C(C)(C)C)c1O,-4,-3,0,-1,2,0,5,-1,9
O=C(O)c1cc(-c2ccccc2)nn1CC1CC(c2cccnc2)=NO1 (stereo not drawn),-1,2,5,6,-1,0,2,6,8
CCOc1ccc(C(=O)NCC(=O)N2CCN(Cc3ccccc3)CC2)cc1,.,.,-2,6,.,-3,-1,3,.
Cc1ccsc1/C=N/NC(=O)C(=O)NCC(C)C,16,0,-5,9,1,-2,1,2,-13
NC(=O)CC(NC(=O)c1ccc(Br)cc1)c1ccc(N2CCN(c3ccccc3)CC2)c([N+](=O)[O-])c1 (stereo not drawn),2,-4,5,0,-2,5,-7,3,-1
Cc1ccc(C(=O)Nc2nc3ccccc3[nH]2)cc1,8,-4,-11,-6,1,-2,7,1,-1
O=C(COC(=O)/C=C/c1ccco1)Nc1ccc(F)cc1Cl,-4,-4,63*,2,-4,-6,6,1,-7
CC(=O)c1ccc(NC(=O)c2cccc(N3C(=O)c4ccccc4C3=O)c2)cc1,-7,-3,-9,-8,-14,-1,-10,5,6
COc1cc(/C=C2/SC(=S)N(Cc3ccccc3)C2=O)ccc1OCC(=O)O,-10,-1,5,-4,-12,-13,2,49*,-13
CCCN(CC1CC1)C(=O)CCc1nnc(CCc2c[nH]c3ccccc23)o1,3,1,-3,9,0,1,7,6,1
CC1CCN(C2=NN3C(=N)/C(=C\c4ccc(OC(=O)c5ccco5)cc4)C(=O)N=C3S2)CC1,6,-2,2,-4,-2,-3,9,16,-2

# Other entries follow:
SMILES,GSTO1 inh,LYPLA1 counter,PAFAH2 FP inh,PAFAH1B3 FP inh,Fam108B counter,PAD4 inh,PAFAH1B2 FP inh,pPAFAH inh,PME-1 inh
O=C(C1=C[C@@H](c2coc3ccccc3c2=O)C[C@@H](OCc2ccc(CO)cc2)O1)N1CCN(Cc2ccccc2)CC1,1,0,-4,4,-3,2,9,6,-3
COc1ccccc1NC(=O)C(=O)N/N=C(\C)CC(=O)Nc1ccccn1,-8,-3,-1,-6,-2,-4,0,1,-11
Cc1ccc(/C(N)=N/OC(=O)c2ccc3c(c2)OCO3)cc1,-1,-2,25,2,2,-2,4,-1,-1
COc1cc(C(=O)Nc2cc3c4c(c2)CC(=O)N4CCC3)cc(OC)c1OC,6,5,-1,5,3,-1,0,7,6
COc1ccc(C(=O)NC2CC(C)(C)Cc3c2cnn3-c2ccccc2C)c(OC)c1OC (stereo not drawn),-4,0,1,-8,2,-2,-4,11,-2
CC(=O)Nc1ccc2c(c1)OCO2,-3,2,6,2,5,-5,-7,-2,-5
CCN(CCO)Cc1csc2ccc(C(C)(C)C)cc12,1,-3,4,-3,2,-2,-1,-4,2
CC(=O)N1C(C)c2ccccc2C(C)(C)CC12CCCCC2 (stereo not drawn),1,0,-3,9,2,-1,8,3,8
COc1cc(OC)c(S(=O)(=O)NC(C)C)cc1C(=O)O,10,0,-1,10,1,5,5,0,2
CC1(C)CC(=O)C(C=NCC2CCN(C(=S)Nc3ccccc3)CC2)=C(O)C1,-5,2,.,.,3,2,.,5,1
C=CCN1C(=O)CSc2ccc(C(=O)N3CCC(C)CC3)cc21,3,-1,-3,-2,-4,-1,1,-6,-2
Cc1[nH]n(-c2ccccc2)c(=O)c1C=Nc1ccc(S(=O)(=O)N=C(N)N)cc1,-1,-1,4,9,3,-13,4,3,-5
CCOC(=O)c1ccc(OCc2nc(-c3cccs3)no2)cc1,0,-1,-5,-2,2,-1,5,5,-4
Cn1cc(Br)c(C(=O)Nc2sc3c(c2C#N)CCC3)n1,-4,1,.,.,-4,0,.,5,-1
CC1CC2=C(C(=O)O1)C(c1ccccc1)Nc1ccccc1N2 (stereo not drawn),2,2,-8,7,1,0,-5,-3,1
Cc1nn2c(Nc3ccccc3)c3c(nc2c1-c1ccccc1)CCC3,0,0,1,7,2,2,3,2,-4
FC(F)(F)c1nnc2ccc(NCc3ccccc3)nn12,-2,-1,-3,1,2,0,9,1,-19
CC(C)(C)n1cnnc1Sc1ccc([N+](=O)[O-])cn1,39*,-1,6,3,1,-2,2,4,-3
